# Screening results from PubChem.
# GLD-1 RNA inh = GLD-1-TGE RNA interaction inhibition (C. elegans); Q17339; purified GLD-1 + fluorescein TGE RNA, fluorescence polarization; inhibition, % at 5.96 µM; 320,000 tested, 0.44% active;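 active = percent inhibition above a per-plate cutoff, the plate mean of test compounds plus 3 SD, cut at about 30% in these data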;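 note: 0% = DMSO wells with GLD-1 and probe and 100% = wells lacking GLD-1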
# MCL1 BIM primary = disrupts human MCL1 binding to BIM-BH3 peptide; Q07820; GST-MCL1 / FITC-Bim-BH3 fluorescence polarization; inhibition, % at 10.9 µM; 320,000 tested, 0.68% active;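 active = inhibition above the mean inhibition of all tested compounds plus 3 SD, set per campaign, cut at about 40% in these data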;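 note: 0% = DMSO wells and 100% = unlabeled Bim-BH3 peptide control; higher means more loss of mP so more displacement of Bim peptide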
# Target sequence (Q07820 whole entry, looked up): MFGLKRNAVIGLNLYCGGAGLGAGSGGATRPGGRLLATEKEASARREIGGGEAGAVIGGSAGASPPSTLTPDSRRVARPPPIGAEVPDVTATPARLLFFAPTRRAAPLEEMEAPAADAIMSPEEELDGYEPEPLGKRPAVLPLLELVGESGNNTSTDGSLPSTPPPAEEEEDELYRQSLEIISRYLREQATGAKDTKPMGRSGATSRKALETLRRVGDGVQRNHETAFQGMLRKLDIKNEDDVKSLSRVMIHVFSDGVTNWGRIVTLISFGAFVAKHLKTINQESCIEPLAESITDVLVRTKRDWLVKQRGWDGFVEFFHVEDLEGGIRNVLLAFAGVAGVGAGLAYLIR
# VLA-4 inh = inhibition in a human VLA-4 binding assay; VLA-4 expressing cells, ligand binding flow cytometry; AID 2557; P13612; 330,000 tested, 0.2% active; inhibition, % (about 7 µM as worked out from the volumes in the protocol); in the data active = inhibition above about 50%
# GRK2 inh = blocks RNA aptamer binding to human GRK2. bead flow cytometry, FAM-aptamer displacement from GRK2. inhibition of aptamer binding, % at 10 µM. 330,000 tested, 0.59% active. AID 488847;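 active = inhibition of aptamer binding above 40%, roughly 3 SD of noise, on plates passing a quality check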;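 note: median bead fluorescence of bound FAM aptamer so fluorescent compounds give negative values; no value below 0 was filed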
# Target sequence (P25098 whole entry, looked up): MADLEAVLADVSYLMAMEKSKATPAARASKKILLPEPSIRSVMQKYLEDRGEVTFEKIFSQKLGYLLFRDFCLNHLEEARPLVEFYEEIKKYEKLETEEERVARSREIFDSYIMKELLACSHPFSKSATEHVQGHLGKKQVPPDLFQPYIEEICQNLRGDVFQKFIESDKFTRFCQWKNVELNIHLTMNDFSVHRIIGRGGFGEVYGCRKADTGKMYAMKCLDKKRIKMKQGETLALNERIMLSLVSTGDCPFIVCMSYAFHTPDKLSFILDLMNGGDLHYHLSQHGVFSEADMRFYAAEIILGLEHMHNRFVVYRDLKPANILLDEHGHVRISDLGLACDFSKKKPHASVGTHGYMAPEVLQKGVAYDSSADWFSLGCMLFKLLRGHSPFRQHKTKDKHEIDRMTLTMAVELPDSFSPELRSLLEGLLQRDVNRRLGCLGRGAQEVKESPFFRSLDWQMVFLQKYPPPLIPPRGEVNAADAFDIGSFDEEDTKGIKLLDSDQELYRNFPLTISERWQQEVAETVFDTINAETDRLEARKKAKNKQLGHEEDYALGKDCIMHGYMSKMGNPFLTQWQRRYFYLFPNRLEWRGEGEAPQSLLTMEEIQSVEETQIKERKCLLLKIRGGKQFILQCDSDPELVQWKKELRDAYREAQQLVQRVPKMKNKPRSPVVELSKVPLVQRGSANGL
# CIT2 TOR yeast = alters CIT2-GFP fluorescence in TOR pathway yeast screen | 320,000 tested, 0.065% active | GFP response vs DMSO, % at 10 µM | S. cerevisiae CIT2-GFP strain, flow cytometry, 3 h; 100 means same as DMSO wells | AID 2029;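 active = GFP response relative to DMSO above a set limit, near the screen mean plus 3 SD, cut at about 150% in these data; inconclusive = Fewer than 70 cells measured for a yeast strain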;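 note: ratio of well median GFP fluorescence to mean of DMSO wells on the plate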
# BCLXL inh = inhibitors of human Bcl-xL. inhibition, % at 10.9 µM. GST-Bcl-xL / FITC-Bim BH3 peptide fluorescence polarization. AID 2129. 320,000 tested, 0.7% active;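 active = inhibition above the mean of all tested compounds plus 3 SD, cutoff set per campaign, cut at about 30% in these data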;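 note: 0% = DMSO wells and 100% = unlabeled Bim-BH3 peptide competitor; inhibitors lower millipolarization by displacing the labeled peptide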
# Fam108B counter = Fam108B inhibition, counter-screen for RBBP9 inhibitors; inhibition, % at 9.51 µM; 300,000 tested, 0.33% active; recombinant Fam108B, FP-Rh probe fluorescence polarization;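 active = inhibition above the screen mean inhibition plus 3 SD, computed separately per campaign, cut at about 18% in these data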;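 note: inhibitors lower polarization as less probe binds the enzyme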
# MEX-5 binding = C. elegans MEX-5 TCR-2 RNA binding activity; activity score (negative = inhibition of binding), % at 10 µM; 300,000 tested, 0.38% active; MEX-5/FITC-TCR2 RNA binding, fluorescence polarization; stronger effect = lower value; Q9XUB2; AID 1832;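 active = inhibition past about -25% in most replicates, and total fluorescence under double the plate's negative control median, limit read from the data; inconclusive = replicates evenly split on the limit, or fluorescence at least double controls; inactive = too little inhibition in most replicates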;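 note: 0% = DMSO and -100% = 5 µM competing unlabeled TCR2 RNA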
# AGP1-GFP MLPCN = alters AGP1-GFP fluorescence in TOR pathway yeast screen; S. cerevisiae AGP1-GFP multiplex flow cytometry, 3 h; GFP as percent of DMSO wells; GFP response vs DMSO, % at 10 µM; 320,000 tested, 0.02% active; AID 2066;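 active = GFP response relative to DMSO above a set limit, near screen average plus 3 SD, cut at about 150% in these data; inconclusive = fewer than 70 cells counted for the yeast strain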;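 note: median GFP channel fluorescence of the gated AGP1 strain per well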
# * = called active by the depositor; ? = inconclusive; / = no result given.
SMILES,GLD-1 RNA inh,MCL1 BIM primary,VLA-4 inh,GRK2 inh,CIT2 TOR yeast,BCLXL inh,Fam108B counter,MEX-5 binding,AGP1-GFP MLPCN
O=C(N/N=C/c1cc([N+](=O)[O-])ccc1O)c1ccc2c(c1)OCCO2,-4,16,8,0,104,5,3,-1.6,104
Cc1ccc(C)c(NC(=O)CN(C)C(=O)COc2ncnc3sccc23)c1,1,0,8,1,108,5,-6,0.8,106
Cc1ccc(O)c(C(=O)c2cc(C#N)c(=O)n(Cc3ccccc3)c2)c1,-9,-7,-7,2,102,-2,-5,3.5,106
O=C1NC2c3ccccc3C(=O)N2c2c1cnn2-c1ccccc1 (centres undefined),2,3,7,0,89,4,3,2.5,85
COc1ccc(C2CC(=O)N(CC(=O)NCC3CCCO3)c3ccccc3S2)cc1OC (centres undefined),-11,-32,2,3,98,-19,3,-0.8,106
CC(OC(=O)CCCN=C1NS(=O)(=O)c2ccccc21)C(=O)Nc1ccccc1F (centres undefined),1,-6,0,2,105,6,-1,1.7,107
Cc1ccc(O)c(NC(=O)c2noc3c2CCc2ccccc2-3)c1,8,-9,-14,3,108,-8,0,0.5,101
O=C1CCCC(O)=C1N=Nc1c(Cl)cc(C(F)(F)F)cc1Cl,0,15,9,2,85,9,1,-7.0,91
CCCSC1=C(C#N)C(c2cc(OC)ccc2OC)CC(=O)N1 (centres undefined),2,1,39,0,112,4,1,2.0,103
COCc1cc(C)nc(SCC(=O)Nc2ccc(C)c(C)c2)c1C#N,6,2,-5,6,107,1,2,-0.2,103
CCOc1ccccc1NC(=S)NC(=O)C1CC1,3,-2,3,8,100,0,0,0.6,94
CC[C@H](C)/C=C(C)/C=C/C1=CC2=CC(=O)[C@]3(C)OC(=O)[C@@H](C(C)=O)[C@@H]3C2=CO1,34*,47*,-163,2,86,38*,1,-19,95
COc1cc(C=Nc2cccc(C)c2)c(O)c([N+](=O)[O-])c1,5,13,-4,9,97,6,-2,1.6,97
CCOC(=O)c1c(-c2ccccc2)oc2ccc(OCC(=O)NN)cc12,8,2,9,0,95,-10,-8,0.2,99
CNC(=O)CCC(=O)Nc1ccc(C)cc1,1,12,-5,6,97,8,0,1.1,102
CC(C)OCCCNC(=O)c1ccc2c(=O)n(Cc3ccc4c(c3)OCO4)c(=S)[nH]c2c1,6,-2,17,2,111,0,-4,-0.2,104
O=C(CSc1c(F)c(F)cc(F)c1F)Nc1ccc(C2SCCS2)cc1,-5,-4,0,0,104,-2,137*,4.4,108
COC(=O)CCCC(=O)N1CCC(CCC(=O)NCc2ccc(F)cc2)CC1,6,1,-3,1,108,4,2,0.0,100
CCn1c(C(C)NC(=O)c2cccc(C)c2)nc2ccccc21 (centres undefined),2,2,9,0,93,-1,-2,0.1,94
O=C(C1CCN(C2CC(=O)N(c3ccc(Cl)cc3)C2=O)CC1)N1CCOCC1 (centres undefined),2,13,-1,0,108,8,1,1.8,104
CCOc1ccc(N=C2NC(=O)C(CC(=O)O)S2)cc1 (centres undefined),-2,-2,10,0,106,1,0,0.1,105
CN1CCN(c2ccc(C(=O)c3ccccc3)cc2[N+](=O)[O-])CC1,6,5,-10,0,102,-2,2,-1.4,96
C/C=C/c1ccc(OCCCNC2CCCC2)c(OC)c1,-1,10,12,3,83,4,1,-0.7,98
Fc1ccc(-c2nc3cnccn3c2NC2CCCC2)cc1,4,25,-29,1,101,21,4,-0.1,83
CCN(CC)S(=O)(=O)c1cccc(NC(=O)CNC2CCCCCC2)c1,-4,1,-13,1,96,5,1,0.1,107
OCc1ccnc2c(O)cccc12,2,12,-4,1,109,4,3,-0.6,100
CN(Cc1ccco1)C(=O)c1ccc(N2CCCC2=O)cc1,-4,0,-5,2,/,2,-2,2.3,100
O=C(/C=C/c1cccc(Cl)c1)NCCN1CCOCC1,0,3,12,0,94,1,-4,0.2,94
O=C(OCc1nc2ccccc2[nH]1)C1CCCCC1,3,3,6,2,103,2,-1,0.2,96
CC(C)C(=O)c1ccc(O)c(O)c1,5,-1,5,0,88,7,3,-0.6,98

# 11 neighbouring records from above, for reference:
SMILES,GLD-1 RNA inh,MCL1 BIM primary,VLA-4 inh,GRK2 inh,CIT2 TOR yeast,BCLXL inh,Fam108B counter,MEX-5 binding,AGP1-GFP MLPCN
O=C(C1CCN(C2CC(=O)N(c3ccc(Cl)cc3)C2=O)CC1)N1CCOCC1 (centres undefined),2,13,-1,0,108,8,1,1.8,104
CCOc1ccc(N=C2NC(=O)C(CC(=O)O)S2)cc1 (centres undefined),-2,-2,10,0,106,1,0,0.1,105
CN1CCN(c2ccc(C(=O)c3ccccc3)cc2[N+](=O)[O-])CC1,6,5,-10,0,102,-2,2,-1.4,96
C/C=C/c1ccc(OCCCNC2CCCC2)c(OC)c1,-1,10,12,3,83,4,1,-0.7,98
Fc1ccc(-c2nc3cnccn3c2NC2CCCC2)cc1,4,25,-29,1,101,21,4,-0.1,83
CCN(CC)S(=O)(=O)c1cccc(NC(=O)CNC2CCCCCC2)c1,-4,1,-13,1,96,5,1,0.1,107
OCc1ccnc2c(O)cccc12,2,12,-4,1,109,4,3,-0.6,100
CN(Cc1ccco1)C(=O)c1ccc(N2CCCC2=O)cc1,-4,0,-5,2,/,2,-2,2.3,100
O=C(/C=C/c1cccc(Cl)c1)NCCN1CCOCC1,0,3,12,0,94,1,-4,0.2,94
O=C(OCc1nc2ccccc2[nH]1)C1CCCCC1,3,3,6,2,103,2,-1,0.2,96
CC(C)C(=O)c1ccc(O)c(O)c1,5,-1,5,0,88,7,3,-0.6,98

# Additional entries follow.
SMILES,GLD-1 RNA inh,MCL1 BIM primary,VLA-4 inh,GRK2 inh,CIT2 TOR yeast,BCLXL inh,Fam108B counter,MEX-5 binding,AGP1-GFP MLPCN
COc1ccc(CN2CCN(C(=O)c3cccs3)CC2)c(OC)c1OC,1,3,-1,2,98,2,5,-4.1,93
C[C@@]12CCC=C[C@H]1[C@H](c1ccc3ccccc3c1)N(Cc1ccccc1)C2=O,-2,-4,26,5,86,3,-1,2.7,96
CC(C)(C)NC(=O)Cn1ccc(=N)c2ccccc21,-3,5,-1,2,110,5,2,-0.6,?
O=C(COC(=O)c1cc(Cl)ccc1O)NCCC1=CCCCC1,6,-2,-5,0,97,-7,-1,-1.1,95
CC1(C)Cc2c(sc(NC(=O)C3CC(Cl)=CCC3C(=O)O)c2C#N)CO1 (centres undefined),-8,-6,0,3,86,2,-3,-3.4,/
CNc1cccc2c1C(=O)c1ccccc1C2=O,46*,92*,-80,0,105,82*,-1,-11,94
Cn1c(C(=O)N2CCOCC2)cc2c(=O)n3ccccc3nc21,2,8,5,3,?,2,-6,0.9,?
O=C(Cc1cccc2ccccc12)Nc1ccc2oc(-c3ccccc3)nc2c1,3,-2,6,0,107,-2,-9,-1.8,108
Cc1cc(C)n2nc(C(=O)N/N=C/c3ccccc3C)nc2n1,5,8,-4,3,88,5,-1,-2.7,99
CC(OC(=O)CNC(=O)c1ccco1)C(=O)Nc1ccc(Cl)cn1 (centres undefined),5,1,13,17,98,2,-1,-0.2,102
CC(=O)C1=C(O)C(=O)N(c2ccccn2)C1c1ccc(Cl)cc1 (centres undefined),6,3,6,8,101,7,-1,-1.4,100
CCCC(=O)NC(c1ccc(C(C)C)cc1)c1ccc2cccnc2c1O (centres undefined),0,8,13,1,96,7,2,-1.8,97
C=CCn1c(SCC(=O)NCC2CCCO2)nc2scc(-c3ccccc3)c2c1=O (centres undefined),-5,-3,-2,0,95,0,-1,0.5,99
NC(N)=NS(=O)(=O)c1ccc(NC(=S)NC(=O)c2ccncc2)cc1,-4,14,9,1,106,9,-5,-0.7,107
COc1ccc(CCC(=O)Nc2ccc(C(=O)c3ccncc3)cc2)cc1,/,/,0,1,106,/,/,3.1,98
Cc1cc(Cl)ccc1OCC(=O)N1C(C)CCCC1C (centres undefined),3,7,2,2,97,-3,5,0.8,100
O=C(Nc1ccccc1)C1Cc2ccccc2CN1C(=O)c1ccco1 (centres undefined),-3,1,30,0,100,4,-1,2.4,102
CCOc1ccc(OCc2ccc(C(=O)N(CC)CC)cc2)cc1,0,5,-4,2,101,0,2,1.5,99
CC(C)C[C@@]12C(=O)N(c3cccc(Cl)c3)C(=O)N1[C@H](c1ccc(F)cc1)[C@@H]1C(=O)N(C3CCCCC3)C(=O)[C@@H]12,3,-3,1,0,68,2,0,4.3,80
N#CC1=C(SCC(=O)NC23CC4CC(CC(C4)C2)C3)NC(=O)C(C#N)C12CCCCC2 (centres undefined),1,5,2,0,92,3,1,1.9,93
CC(C)Oc1ccc(S(=O)(=O)N2CCOCC2)cc1NC(=O)Cc1c(F)cccc1Cl,1,-6,2,2,89,3,4,0.7,97
O=C(Cc1ccccc1F)NCC(=O)Nc1ccccc1Br,-1,2,-2,0,99,-2,-2,1.8,92
O=C(COC(=O)C1CCN(c2ccc(C(F)(F)F)cn2)CC1)NCc1ccccc1,7,13,3,2,104,5,/,/,115
Cn1cc(-c2nc3ccccc3[nH]2)c2ccccc21,3,-3,5,1,96,1,2,-2.7,95
Cc1cccc(Nc2nnc(SCC(=O)c3c(N)n(C4CC4)c(=O)[nH]c3=O)s2)c1,-6,-10,0,19,104,-10,/,/,111
CCc1nc(N)c(C#N)c(-c2ccc(F)cc2)c1C,3,-2,1,0,111,5,-3,-1.0,96
CCOC(=O)c1ccc(S(=O)(=O)N2CCN(C(=O)C3CSC4(C)CCC(=O)N34)CC2)cc1 (centres undefined),6,8,6,0,82,5,/,/,96
CC(C)Cn1c(N)c(C(=O)COC(=O)C2CC(=O)N(Cc3ccccc3Cl)C2)c(=O)n(C)c1=O (centres undefined),3,-2,-9,1,87,-1,-2,-5.3,96
COCCN1C(=O)N[C@@H](c2cccc(F)c2)C(C(C)=O)=C1C,2,13,28,5,116,2,4,-0.9,94
Cc1cc2cc(CNC(=O)c3ccc4c(c3)OCO4)ccc2n1C,44*,29,-1,22,97,33*,3,-0.5,100
O=C(c1ccccc1)c1cnc(-c2ccccc2)s1,-2,6,-1,4,81,5,8,0.2,89
COc1ccccc1NC(=O)Nc1ccc(Br)cn1,9,7,0,0,98,6,3,1.7,98
CCOc1ccccc1Nc1nc(-c2sc(NC(=O)c3ccc([N+](=O)[O-])cc3)nc2C)cs1,-5,5,20,2,69,3,22*,-2.1,82
CCNc1nc(Oc2ccc(=O)n(C)n2)nc(N2CCOCC2)n1,-3,-1,-18,1,88,1,2,1.2,88
